Screening data deposited in PubChem by National Center for Advancing Translational Sciences (NCATS).
Vif-A3G inh: inhibitors of Vif-APOBEC3G interaction; 410,000 compounds, 0.076% hits; HeLa A3G-eYFP + Vif (tagged APOBEC3G with the HIV-1 protein that degrades it), YFP fluorescence, overnight; Q9HC16; Potency, µM (series often up to 46.1 µM), without a hit: at the highest dose activity, negative = active, most hits filed as inhibitors;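 further: potency means the concentration at half of the fitted maximal effect; on the % scale 0 is the no-effect control and ±100 the full control effect; nearly all actives have a fitted effect of over 60% in size; hits raise eYFP signal because A3G escapes Vif-driven loss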
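Read-out is eYFP fluorescence (Ex 488/Em 500-530) from Vif-expressing HeLa A3G-eYFP cells; more signal means A3G escaped Vif-mediated degradation. Cells plated overnight, compound pinned in, incubated overnight at 37 deg C.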
LDHA inh: inhibitors of human lactate dehydrogenase A; P00338; purified LDHA, NADH/diaphorase-resazurin fluorescence; active compounds read low; activity change, % (values are at about 110 or 230 µM); 480,000 compounds, 0.15% hits; AID 1347041; in the data active means activity change below about -30%; inconclusive means mostly about -25% to -30%;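 further: plate controls were DMSO wells for no effect and wells without enzyme for full effect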
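Human LDH5 at 2 nM final in Tris HCl pH 7.4 with 0.06 mM NADH and 0.2 mM pyruvate, reacted 5 minutes at room temperature. Remaining NADH coupled via diaphorase/resazurin; resorufin fluorescence read at 0 and 20 minutes, normalized to enzyme-free and DMSO wells.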
Glioma ERSR ind: induces the endoplasmic reticulum stress response in human glioma cells. U87-MG GRP78 promoter luciferase reporter, 16 h. Potency, µM, for inactives: at the highest dose activation, hits mostly activators. 420,000 compounds, 0.02% hits. AID 602332; further: potency means the concentration at half of the fitted maximal effect; series mostly up to about 76 µM; % of control where 0% means no effect; nearly all actives have a fitted effect of over 35% in size
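Stably transfected U87-MG human glioma cells carrying a GRP78-based luminescent sensor were seeded at 1000 cells/well, pin-dosed with compounds and incubated 16 h. Luciferase reagent was then added, and end-point luminescence was read after 10 min at room temperature.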
D2 agonist: activates the human D2 dopamine receptor | P14416 | HEK293 T-REx D2 cells, calcium flux agonist mode | activation, % at 2 µM | 340,000 compounds, 0.53% hits | AID 485358;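 active means activation over 3 SD above normal in the single-dose calcium agonist read, cut at about 30% in these data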; further: 0% is about no effect
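HEK293 Trex D2 cells, tetracycline-induced, o/n 30 C 5% CO2; no-wash Ca dye, RT 30–90 min; 10-cycle baseline, 23 nl cpd added, kinetic Ca read 180 s; agonist hits = positive Ca response.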
D2 antag: antagonizes the human D2 dopamine receptor; P14416; HEK293 TREx D2 cells, calcium flux, dopamine EC80; inhibition, % at 10 µM; 340,000 compounds, 2% hits; AID 485344; in the data active means inhibition above about 30%; further: 0% is about no effect
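Tetracycline-induced HEK293 TREx cells expressing D2 receptor forced-coupled to calcium signalling, loaded with no-wash calcium dye. Compounds added and calcium flux read 180 s, then dopamine added at EC80 and read a further 180 s.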
Vif-APOBEC3F blk: Vif-A3F binding inhibition. HeLa A3F-eYFP + Vif (tagged APOBEC3F with the HIV-1 protein that degrades it), YFP fluorescence increase. Potency, µM (top dose mostly 46.1 µM), inactives show at the highest dose activity, negative = active. 390,000 compounds, 0.2% hits. AID 602313; further: potency means the concentration at half of the fitted maximal effect; % of control where 0% means no effect; nearly all actives have a fitted effect of over 65% in size
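HeLa cells stably expressing Vif plus C-terminally eYFP-tagged A3F were seeded, incubated overnight at 37 deg C, dosed with compound, incubated overnight again at 37 deg C. Yellow fluorescence (Ex 488/Em 500-530) reported blocked Vif-mediated A3F-eYFP degradation.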
ERG Ets-DNA blk: ERG Ets/DNA interaction inhibition; P11308; fluorescence polarization, His-ERG Ets domain / labelled DNA; Potency, µM (highest dose often 76.9 µM), without a hit: at the highest dose FP activity, negative = inhibition, most hits filed as inhibitors; 370,000 compounds, 0.028% hits; AID 624246; active means well fitted inhibition curve with a large enough effect in the polarisation, with a control signal flat; inconclusive means small, poorly fitted or top-dose-only effect, or effect the other way, or a change in a side signal; inactive means no such curve, though single readings can be large or run the other way; the % refers to the polarisation;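 further: polarization taken with two DNA probes labelled with fluorescein and Texas red; potency means the concentration at half of the fitted maximal effect; % of control where 0% means no effect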
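His-tagged ERG Ets domain (1 uM in the protein solution; 300mM KCl, 50mM Tris-HCl, 1mM EDTA, 1mM DTT, pH 7.5) received compound, then a probe mix of 5 nM fluorescein-DNA and 100nM Texas-615-DNA. Fluorescence polarization was read for both dyes.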
RGS4 inh: blocks human RGS4-accelerated GTP hydrolysis. Potency, µM (titrated, usually from 114 µM), for the others: top-dose activity change, negative = inhibition, most hits filed as inhibitors. Transcreener GDP fluorescence polarization, RGS4-accelerated GTP hydrolysis. P49798. 390,000 compounds, 0.039% hits. AID 504845; further: potency means the concentration at half of the fitted maximal effect; on the % scale 0 is the no-effect control and ±100 the full control effect; nearly all actives have a fitted effect of over 75% in size; some results filed as inactive show a strong effect at the top dose
Target sequence (P49798 whole entry, looked up): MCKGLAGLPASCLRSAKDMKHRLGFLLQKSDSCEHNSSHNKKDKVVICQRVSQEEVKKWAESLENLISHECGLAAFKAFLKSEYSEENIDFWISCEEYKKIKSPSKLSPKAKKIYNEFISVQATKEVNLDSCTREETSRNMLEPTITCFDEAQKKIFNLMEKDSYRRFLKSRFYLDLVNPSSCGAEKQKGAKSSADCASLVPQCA
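MLSMR compounds (23 nl, pin-transferred) preincubated 10 min at room temperature with a 500nM (2x) first reagent, then RGS4 at 900nM (2x) plus Transcreener GDP mix added; fluorescence polarization (620/688 nm) read before and after 90 min at 30 °C.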
ALOX12 inh: ALOX12 (human) lipoxygenase inhibition; Potency, µM (titrated, usually from 108 µM), without a hit: at the highest dose activity change, negative = inhibition, most hits filed as inhibitors; purified 12hLO, xylenol orange hydroperoxide absorbance; P18054; 580,000 compounds, 1.1% hits; further: potency means the concentration at half of the fitted maximal effect; on the % scale 0 is the no-effect control and ±100 the full control effect
Target sequence (P18054 whole entry, looked up): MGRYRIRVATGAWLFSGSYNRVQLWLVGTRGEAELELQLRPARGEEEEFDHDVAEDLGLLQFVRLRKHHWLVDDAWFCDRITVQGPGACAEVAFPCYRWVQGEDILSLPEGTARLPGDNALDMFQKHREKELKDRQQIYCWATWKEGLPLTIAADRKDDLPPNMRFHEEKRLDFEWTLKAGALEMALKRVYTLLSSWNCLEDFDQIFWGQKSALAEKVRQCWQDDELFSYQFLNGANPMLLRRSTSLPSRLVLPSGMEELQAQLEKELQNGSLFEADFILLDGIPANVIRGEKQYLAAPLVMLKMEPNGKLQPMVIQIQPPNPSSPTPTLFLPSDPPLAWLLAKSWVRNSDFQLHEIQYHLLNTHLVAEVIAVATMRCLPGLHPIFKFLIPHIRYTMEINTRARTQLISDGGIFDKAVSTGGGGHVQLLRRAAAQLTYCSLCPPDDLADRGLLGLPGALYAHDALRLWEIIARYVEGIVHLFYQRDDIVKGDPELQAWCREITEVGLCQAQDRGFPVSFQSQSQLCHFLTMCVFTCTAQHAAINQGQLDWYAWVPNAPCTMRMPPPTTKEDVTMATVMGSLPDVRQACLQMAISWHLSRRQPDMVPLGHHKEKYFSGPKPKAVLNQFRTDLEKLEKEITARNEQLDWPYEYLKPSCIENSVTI
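Hydroperoxide product was detected by ferrous iron/xylenol orange as the 573 to 405 nm absorbance ratio. Arachidonic acid at 40 uM (final) was turned over for 30 min at room temperature by 150 nM human 12hLO, pH 7.0 Hepes buffer, after 15 min compound preincubation.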
* hit, by the source's call; ? = inconclusive; nt = not tested or not shown; & = joins results of further samples; [ ] = dose if it differs, or a comment. Unless noted, the call rests on the fitted dose curve; in most records, active means well fitted curve in the direction sought with a large enough effect; inconclusive means small, poorly fitted or top-dose-only effect, or another doubt; inactive means no such curve, though single readings can be large; an effect the other way counts as inactive or inconclusive. Not all compounds are listed; count on the stated rates, not on these rows.

SMILES	Vif-A3G inh	LDHA inh	Glioma ERSR ind	D2 agonist	D2 antag	Vif-APOBEC3F blk	ERG Ets-DNA blk	RGS4 inh	ALOX12 inh
Cc1ccc(-n2ncc3c2CC(C)(C)CC3NC(=O)c2ccccn2)cc1 (configuration not stated)	1%	0	6%	0.2	-12	-4%	4%	-5%	-13%
CCOC(=O)c1cc(CO)cc(C(=O)OCC)c1	2%	-7	-4%	-0.3	-4	9%	-6%	-7%	0%
COc1cc(C2C(C(C)=O)=C(O)C(=O)N2CCc2c[nH]c3ccccc23)ccc1O (configuration not stated)	1%	-7	-2%	0.4	-2	9%	-9%	28%	-5%
COc1ccc(OC)c(NC(=O)C(C)N2c3cccc4cccc(c34)S2(=O)=O)c1 (configuration not stated)	-5%	7	-1%	0.0	34*	-3%	-4%	2%	-14%
CC1=C(C(=O)N2CCOCC2)CC(CC(=O)NCCc2ccccn2)C(=O)N1Cc1ccccc1 (configuration not stated)	-1%	-3	-4%	nt	nt	nt	nt	nt	3%
COc1ccc(CCNC(=O)CN(C)S(=O)(=O)c2ccc3c(c2)CCC(=O)N3)cc1OC	0%	1	-4%	0.7	6	3%	5%	-4%	3%
Cc1c(NC(=O)/C(C#N)=C/c2ccc(-c3cccc(Cl)c3)o2)c(=O)n(-c2ccccc2)n1C	-24%	-12	-1%	0.7	-12	-2%	nt	-12%	?
COc1ccc(-n2ncc(C(C)NS(=O)(=O)c3ccc(C(C)=O)cc3)c2C)cc1 (configuration not stated)	-1%	-4	-4%	-0.3	-2	-5%	1%	42%	-1%
COc1cc(NC(=O)Cn2cnc3c(SC)nc(N)nc32)cc(OC)c1OC	-4%	2	-3%	nt	nt	-2%	7%	28%	-4%
COc1ccc(/C=N/NC(=O)CNC(=O)c2ccc3c(c2)OCCO3)cc1OC	0%	-1	-3%	0.8	4	-7%	-1%	20%	-9%
COc1ccccc1-c1noc(-c2ccc(NC(C)C)c([N+](=O)[O-])c2)n1	-3%	-1	0%	nt	nt	2%	1%	-22%	-2%
O=c1ccnc(Nc2ccc([N+](=O)[O-])cc2)[nH]1	-9%	-6	-4%	nt	nt	-3%	13%	8%	?
COC(=O)C1(S(=O)(=O)C2(C(=O)OC)CCCC2)CCCC1	8%	-5	0%	0.2	-9	0%	2%	11%	21%
O=C(CN1C(=O)C2C3C=CC(C3)C2C1=O)OCC(=O)c1ccc(Cl)c([N+](=O)[O-])c1 (configuration not stated)	1%	-3	5%	nt	nt	2%	5%	18%	48%[activator]
COC(CNC(=O)C1CCN(S(=O)(=O)c2ccc3nc4c(c(C(=O)O)c3c2)CC(C)CC4)CC1)OC (configuration not stated)	0%	0	-5%	0.6	13	-13%	-2%	-23%	-1%
O=C(CCC1CCCCC1)Nc1cccc(C(=O)Nc2ccc(C(=O)O)cc2)c1	-3%	-6	2%	nt	nt	0%	-12%	-17%[56.9 µM]	0%
O=C(CN1CCN(C2CCCCC2)CC1)c1ccc2cc[nH]c2c1	-4%	2	-2%	-0.7	16	-10%	3%	-9%	-6%[57.4 µM]
CN1CCN(c2ncnc3scc(-c4ccccc4Cl)c23)CC1	5%	-8	-4%	23	-17	-4%	-19%	-11%	-14%
CCC(C(=O)N1CCN(c2ccc(OC)cc2)CC1)n1nc(C)n2c(cc3occc32)c1=O (configuration not stated)	-22%	1	-2%	-1.3	nt	2%	8%	26%	?
CCc1ccc(C2C3=C(CC(C)(C)CC3=O)OC3=C2C(=O)CC(C)(C)C3)cc1	6%	-4	-3%	-0.1	-5	5%	6%	-46%	2%
O=C(Nc1ccc(SC(F)F)cc1)C12CCC(CC1)C2	1%	-12	2%	-0.4	1	-2%	-8%	2%	-13%
O=C(Nc1ccc2c(c1)OCO2)c1cc(C2CC2)on1	-12%	2	-7%	0.4	8	3%	-6%	-1%	14%
COc1ccc(NC(=O)CCc2c(C)nc3c(c2C)c(=O)n(C)c(=O)n3C)c(OC)c1	0%	-3	-1%	0.2	nt	1%	2%	-13%	8%
O=C(COC(=O)C1CCN(S(=O)(=O)c2cccs2)CC1)NCc1ccc(F)cc1	0%	-17	-6%	-0.5	-3	-9%	-6%	14%	14%
Cn1nc(-c2ccccc2)c(CO)c1Oc1cccc(C(F)(F)F)c1	-3%	-1	-3%	2.7	6	-8%	-11%	-22%	-7%

Reprinted from the results shown (four entries):
SMILES	Vif-A3G inh	LDHA inh	Glioma ERSR ind	D2 agonist	D2 antag	Vif-APOBEC3F blk	ERG Ets-DNA blk	RGS4 inh	ALOX12 inh
Cc1ccc(-n2ncc3c2CC(C)(C)CC3NC(=O)c2ccccn2)cc1 (configuration not stated)	1%	0	6%	0.2	-12	-4%	4%	-5%	-13%
CCOC(=O)c1cc(CO)cc(C(=O)OCC)c1	2%	-7	-4%	-0.3	-4	9%	-6%	-7%	0%
COc1cc(C2C(C(C)=O)=C(O)C(=O)N2CCc2c[nH]c3ccccc23)ccc1O (configuration not stated)	1%	-7	-2%	0.4	-2	9%	-9%	28%	-5%
COc1ccc(OC)c(NC(=O)C(C)N2c3cccc4cccc(c34)S2(=O)=O)c1 (configuration not stated)	-5%	7	-1%	0.0	34*	-3%	-4%	2%	-14%

Other compounds
SMILES	Vif-A3G inh	LDHA inh	Glioma ERSR ind	D2 agonist	D2 antag	Vif-APOBEC3F blk	ERG Ets-DNA blk	RGS4 inh	ALOX12 inh
O=C(NC1CCCC1)C(c1ccncc1)N(C(=O)c1csnn1)c1ccc(F)c(Cl)c1 (configuration not stated)	-1%	-9	-3%	0.4	-10	11%	-5%	15%	4%
CC(Oc1ccc2c(c1)oc(=O)c1ccccc12)C(=O)NCCN1CCOCC1 (configuration not stated)	0%	-4	-7%	-0.1	2	1%	5%	21%[11.4 µM]	4%
O=C(c1ccc(CN2CCOCC2)cc1)N1CCN(c2ccccc2)CC1	2%	-4	0%	6.5	6	-11%	nt	-3%	13%
CCCCCC(=O)Nc1ccc(C2C(=O)c3ccccc3C2=O)cc1	-4%	-1	-1%	-2.2	-8	4%	0%	-20%	-27%
COc1ccnc2c1c(=O)n(Cc1cccc(Cl)c1)c(=O)n2C	-1%	-2	-7%	-0.2	2	-8%	9%	6%	12%
O=C(NC1CCS(=O)(=O)C1)OC1CCCCC1 (configuration not stated)	-1%	-5	1%	0.4	-20	-2%	nt	28%	1%
COc1ccc(NCc2ccccc2[N+](=O)[O-])cc1OC	-2%	24	-3%	0.3	1	0%	-4%	-39%	-27%
O=C(COc1ccc(Cl)cc1)NCC(=O)N1CCC2(CC1)NCCc1[nH]cnc12	-3%	0	6%	0.2	-3	-2%	3%	-7%[11.4 µM]	3%
CC1(C)N=C(SCc2ccc(F)cc2)c2ccccc2N1	0%	4	-3%	0.5	nt	1%	6%	-9%	11%
CC(=O)NC(c1cc(F)c2cccnc2c1O)C1CC1 (configuration not stated)	?	1	-6%	6.1	3	5%	nt	-6%	-2%
CC(=O)N1c2ccc(S(=O)(=O)N3CCCC3)cc2CC1C(=O)NCc1ccccc1F (configuration not stated)	2%	-4	-1%	0.9	-21	-11%	16%	-11%	-19%
COC(=O)c1ccccc1NC(=S)NC(=O)COc1ccccc1	-3%	0	1%	2.0	6	-8%	-1%	-43%	0%
COc1ccc(OC)c(NC(=O)Cn2cc(C#N)c3cc(Br)ccc32)c1	-5%	-6	-7%	nt	nt	-8%	-2%	-16%	?
O=C(Cc1ccc(F)cc1)NCCS(=O)(=O)N1CCN(c2cccc(Cl)c2)CC1	-3%	-3	-4%	17	-6	?	6%	16%	-16%
CC(C)(C)c1cc(C(=O)NNc2ccc(OC(F)(F)F)cc2)n(Cc2ccccc2)n1	-12%	-4	0%	0.9	-11	1%	5%	-7%	?
CCCCCCCNC(=O)C1(CC2CC(c3ccc(Cl)cc3)=NO2)CCN(C(=O)CCCCCBr)CC1 (configuration not stated)	0%	11	-4%	nt	nt	2%	-14%	21%	-23%
Cc1noc(Cn2c(=O)c3cc4c(cc3n(CC(=O)Nc3ccc(C(C)C)cc3)c2=O)OCO4)n1	0%	11&-10	-4%	1.0	nt	-5%	-2%	32%	2%&-12%
O=C(NC1CCN(Cc2ccccc2)CC1)c1ccc(S(=O)(=O)NCc2ccco2)cc1	1%	-3	-2%	0.5	36*	10%	-1%	1%	3%
CCn1c(N2CCN(C(c3ccccc3)c3ccccc3)CC2)nc2c1c(=O)[nH]c(=O)n2C	-5%	0	-1%	nt	nt	-1%	-6%	-15%	20%
O=C(NCCO)c1nc(NCCO)c2ccccc2n1	1%	3	5%	-0.3	8	-8%	0%	-34%	3%

Arranged by value in ALOX12 inh (largest number first): three from the list above
Compound,Vif-A3G inh,D2 antag,ERG Ets-DNA blk,RGS4 inh,ALOX12 inh
O=C(c1ccc(CN2CCOCC2)cc1)N1CCN(c2ccccc2)CC1,2%,6,nt,-3%,13%
O=C(NCCO)c1nc(NCCO)c2ccccc2n1,1%,8,0%,-34%,3%
CCCCCC(=O)Nc1ccc(C2C(=O)c3ccccc3C2=O)cc1,-4%,-8,0%,-20%,-27%
